Screens deposited in PubChem by National Center for Advancing Translational Sciences (NCATS).
L3MBTL1 inh: qHTS Assay for the Inhibitors of L3MBTL1; Lethal(3)malignant brain tumor-like protein 1 (Homo sapiens), Q9Y468; AlphaScreen L3MBTL1–H3K9me1 peptide binding; Potency, µM (doses to about 57.1 µM), for the others: at the highest dose activity, negative = inhibition, actives largely listed as inhibitors; hit rate 0.66% among 230,000; AID 485360, 2010; further: nearly all actives have a fitted effect of over 60% in size
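Read-out is AlphaScreen signal from streptavidin donor and nickel chelate acceptor beads (10 ug/mL final each) bridging L3MBTL1 (50 nM) and biotinylated K9-monomethylated H3(1-15) peptide (75 nM), after 30 min compound exposure at room temperature.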
TRb-SRC2 inh: qHTS for Inhibitors of the Interaction of Thyroid Hormone Receptor and Steroid Receptor Coregulator 2; hit rate 0.065% among 280,000; TRbeta-SRC2 peptide binding, fluorescence polarization; receptor liganded with 1 µM T3; Potency, µM (series often up to 106 µM), for the others: top-dose activity change, negative = inhibition, usual class: inhibitors; Thyroid hormone receptor beta (Homo sapiens), P10828; AID 1469, 2008;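 further: plate controls were bound peptide for no effect and peptide without receptor for full effect; nearly all actives have a fitted effect of over 50% in size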
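Human TRb LBD (0.6 uM) plus Texas Red-labeled SRC2 peptide (20 nM), 1uM T3, 5% DMSO, 5 hr at ambient temperature. Decreased polarization (555/632 nm) flags inhibition; data normalized to free and bound peptide controls.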
TR SRC2 fluor cs: Total Fluorescence Counterscreen for Inhibitors of the Interaction of Thyroid Hormone Receptor and Steroid Receptor Coregulator 2. TRb/SRC2 Texas Red total fluorescence interference. Potency, µM (highest dose often 106 µM), inactives show top-dose fluorescence change, negative = quenching. hit rate 0.29% among 280,000; active means well fitted curve in either direction with a large enough effect; inconclusive means small, poorly fitted or top-dose-only effect
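Flags fluorescent or light-absorbing compounds by total fluorescence, S + 2P, at 555 nm excitation and 632 nm emission. Mixture: 20 nM Texas Red SRC2 peptide, 0.6 uM human TRb LBD, 1 uM T3, 5% DMSO; compound exposure 5 h at ambient temperature.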
GoLoco inh red: qHTS Assay for Inhibitors of RGS12 GoLoco Motif Activity (Red Fluorophore); Guanine nucleotide-binding protein G(i) subunit alpha-1 (Homo sapiens), P63096; Gai1:RGS12 GoLoco peptide FP, rhodamine, 10 min; Potency, µM (series often up to 61.6 µM), without a hit: top-dose activity, negative = inhibition, usual class: inhibitors; hit rate 0.44% among 230,000; AID 880, 2007; active means well fitted inhibition curve with a large enough effect, not every such curve was filed as active; inactive means no such curve, though single readings can be large or run the other way; further: nearly all actives have a fitted effect of over 30% in size; many of its hits are not listed in these tables
RECQ1 helicase: qHTS Assay for Inhibitors of RecQ-Like Dna Helicase 1 (RECQ1) | RECQ1 DNA unwinding, red fluorescence kinetic read | hit rate 0.54% among 240,000 | AID 2549, 2010 | Potency, µM (titrated, usually from 57.3 µM), for inactives: at the top dose activity, negative = inhibition, usual class: inhibitors | ATP-dependent DNA helicase Q1 (Homo sapiens), P46063;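 further: plate controls were vehicle for no effect and no enzyme for full effect; nearly all actives have a fitted effect of over 30% in size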
Target sequence (P46063 whole entry, looked up): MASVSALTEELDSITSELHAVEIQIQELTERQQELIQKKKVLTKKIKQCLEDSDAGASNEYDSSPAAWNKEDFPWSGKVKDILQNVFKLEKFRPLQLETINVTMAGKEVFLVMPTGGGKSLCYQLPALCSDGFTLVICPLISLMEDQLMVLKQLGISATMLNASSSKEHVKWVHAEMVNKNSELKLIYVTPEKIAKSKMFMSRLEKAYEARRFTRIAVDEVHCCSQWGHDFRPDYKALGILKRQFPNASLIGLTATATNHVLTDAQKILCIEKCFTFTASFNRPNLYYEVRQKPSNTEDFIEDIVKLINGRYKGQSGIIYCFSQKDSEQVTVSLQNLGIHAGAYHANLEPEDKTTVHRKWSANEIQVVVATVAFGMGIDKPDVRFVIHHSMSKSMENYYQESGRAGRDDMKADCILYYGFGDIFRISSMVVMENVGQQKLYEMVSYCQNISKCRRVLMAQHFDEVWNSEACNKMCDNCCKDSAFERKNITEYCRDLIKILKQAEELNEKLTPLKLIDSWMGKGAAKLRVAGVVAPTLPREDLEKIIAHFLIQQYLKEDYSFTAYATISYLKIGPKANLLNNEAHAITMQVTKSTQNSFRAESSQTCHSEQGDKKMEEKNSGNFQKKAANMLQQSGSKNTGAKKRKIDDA
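50 nM RECQ1T1 preincubated 15 min with compound in Tris pH 8.0 buffer with MgCl2, DTT, Tween-20 and 2.5 ug/ml poly(dI-dC); started with 200 nM TAMRA/BHQ-2 forked duplex and 2 mM ATP. Unwinding read as fluorescence (525/598 nm), two reads 2 h apart.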
Tau fibril ThT: qHTS for Inhibitors of Tau Fibril Formation, Thioflavin T Binding; Microtubule-associated protein tau (Homo sapiens), P10636; recombinant tau K18 P301L, heparin-induced fibrillization, ThT fluorescence; Potency, µM (titrated, usually from 57.4 µM), for inactives: at the top dose activity, negative = inhibition, most hits filed as inhibitors; hit rate 2.1% among 270,000; further: nearly all actives have a fitted effect of over 55% in size
Target sequence (P10636 561-689 P618L limits assumed): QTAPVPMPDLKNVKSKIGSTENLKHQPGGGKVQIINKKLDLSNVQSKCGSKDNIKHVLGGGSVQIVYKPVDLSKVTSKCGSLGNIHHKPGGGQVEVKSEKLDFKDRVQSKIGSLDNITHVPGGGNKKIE
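Using a mix of unlabeled (15 uM) and Alexa 594-labeled (0.24 uM) tau K18 P301L, heparin-triggered fibrillization over 6 hr at 37 C was scored by ThT fluorescence.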
Tau FP inhib: qHTS for Inhibitors of Tau Fibril Formation, Fluorescence Polarization | Microtubule-associated protein tau (Homo sapiens), P10636 | hit rate 0.39% among 280,000 | K18 P301L tau heparin fibrillization, Alexa594 FP, 6 h | Potency, µM (titrated, usually from 57.7 µM), for the others: at the highest dose activity, negative = inhibition, hits mostly inhibitors | AID 1468, 2008; further: nearly all actives have a fitted effect of over 55% in size
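Compound effects on tau fibrillization are measured by Alexa 594 fluorescence polarization (ex 555, em 632 nm). K18 P301L tau is used at 15 uM with 0.24 uM labeled tracer, and 20 uM heparin induces aggregation over 6 hr at 37 C.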
JMJD2E inh: qHTS Assay for Inhibitors of Human Jumonji Domain Containing 2E (JMJD2E); AID 2147, 2009; hit rate 1.6% among 230,000; Potency, µM (titrated, usually from 57.1 µM), without a hit: at the highest dose activity change, negative = inhibition, usual class: inhibitors; JMJD2E catalytic domain, FDH-coupled NADH fluorescence (FDH is formaldehyde dehydrogenase); active means well fitted inhibition curve with a large enough effect, not every such curve was filed as active; inconclusive means small, poorly fitted or top-dose-only effect, or another doubt; inactive means no such curve, though single readings can be large or run the other way;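 further: 0% = wells with enzyme and -100% = buffer wells without enzyme; nearly all actives have a fitted effect of over 50% in size; many of its hits are not listed in these tables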
An asterisk follows results filed as active; i = inactive; ? = inconclusive; . = not tested or not shown; [ ] = remark or other dose. Unless noted, the call rests on the fitted dose curve; in most records, active means well fitted curve in the direction sought with a large enough effect; inconclusive means small, poorly fitted or top-dose-only effect, or another doubt; inactive means no such curve, though single readings can be large; an effect the other way counts as inactive or inconclusive. Unless noted, on the % scale 0 is the no-effect control and ±100 the full control effect; potency means the concentration at half of the fitted maximal effect.

SMILES | L3MBTL1 inh | TRb-SRC2 inh | TR SRC2 fluor cs | GoLoco inh red | RECQ1 helicase | Tau fibril ThT | Tau FP inhib | JMJD2E inh
O=C1NC(NS(=O)(=O)c2ccccc2)(C(F)(F)F)C(=O)N1Cc1cccnc1 (centres undefined) | -0.2% | 0.2% | -5.0% | . | -2.7% | -14.4% | -4.2% | ?
Cc1cccc(C)c1NC(=S)N1CC(C)OC(C)C1 (centres undefined) | 1.3% | 3.3% | 3.5% | 4.8% | -4.1% | -11.3% | -3.0% | 0.9%
CC(=O)c1c(C)[nH]c(C(=O)NCc2ccc(F)cc2)c1C | -1.5% | -7.1% | -0.4% | 3.6% | i | -4.1% | -1.7% | -0.1%
CCCN=Cc1ccc(O)cc1 | 5.0% | -3.6% | -2.3% | 7.5% | i | -0.7% | 3.4% | 7.2%
CCCCOc1ccc(CC2CCC(=O)NC2=O)cc1 (centres undefined) | 9.1% | 2.2% | 0.3% | 0.0% | i | -4.0% | 1.1% | -0.7%
Cc1cc(C)n(-c2nc(C)c(C)c(=O)n2CC(=O)Nc2ccc(OC(F)(F)F)cc2)n1 | . | -11.8% | -1.1% | . | . | -4.7% | -17.8% | .
CCN(CC)S(=O)(=O)c1cccc(NC(=O)C(=O)c2c(-c3ccccc3)cc3ccccn23)c1 | . | 6.7% | 0.9% | 10.1% | -3.9% | -16.7% | -5.6% | 0.3%
COc1ccc2nc(NC(=O)CN(C)S(=O)(=O)c3cccs3)sc2c1 | ? | -1.5% | -4.1% | 4.1% | 3.5% | -26.6% | -8.5% | 1.7%
CCOc1ccc(NC(=O)Nc2cc(C(C)C)c(O)cc2C)cc1 | -2.8% | 0.7% | -0.2% | 9.5% | -5.3% | ? | ? | -6.6%
CCOCCCNS(=O)(=O)c1ccc(NC(=O)N2c3ccccc3Sc3ccccc32)cc1 | -1.6% | -0.3% | -7.1% | 5.1% | i | -20.2% | 11.0% | 1.9%
c1csc(C(c2nnnn2C2CCCCC2)N2CCN(c3nc4ccccc4s3)CC2)c1 (centres undefined) | -2.2% | -0.3% | -3.1% | 3.4% | -1.8% | -6.7% | -2.0% | 3.6%
O=[N+]([O-])c1ccc(C[n+]2cccc3ccc4cccnc4c32)cc1 | -85.5% | -12.2% | -12.0% | 30.8%[activator] | -9.1% | 3.5% | 11.6% | -4.0%
CCOC(=O)c1ccc(NC(=O)c2nc[nH]c2C(=O)NC)cc1 | . | -6.6% | -2.0% | 3.4% | 3.6% | -7.2% | -6.2% | ?
Cc1cc(C(C)(C)C)ccc1OCCN(C)C | -1.6% | -4.0% | -4.6% | 2.0% | -9.6% | 2.7% | 5.0% | ?
Cn1nc(-c2ccc(C(=O)Nc3cccc(Cl)c3)cc2)c2ccccc2c1=O | . | 5.4% | 1.2% | -7.0% | 5.8% | -14.6% | ? | -12.3%
Cc1cc(-c2cc(C(=O)NCc3ccccc3)on2)nc(NC2CCCC2)n1 | . | -0.3% | -0.7% | 0.7% | -7.1% | 2.2% | -9.7% | ?
CCCCNS(=O)(=O)c1ccc2nc(SCC(=O)c3ccc(C#N)cc3)[nH]c2c1 | 1.0% | -2.5% | -0.3% | -3.3% | i | ? | ? | -7.0%
Nc1nc2c(s1)CCCCCCCCCC2 | -17.9% | 0.7% | -1.2% | 0.8% | -7.0% | -13.0% | 2.3% | 4.2%
Cc1cccc(CC(=O)OCn2nnc3ccccc3c2=O)c1 | 9.0% | 5.9% | 0.4% | -1.0% | i | -14.1% | -1.3% | 7.1%
COC(=O)Nc1ccc(S(=O)(=O)N2CCCC(C(=O)N3CCCCC3)C2)cc1 (centres undefined) | 2.6% | -1.1% | -0.7% | 6.3% | i | -2.2% | 1.9% | ?
Cc1cc(C(=O)NCCC2=CCCCC2)ccc1[N+](=O)[O-] | -5.2% | -2.3% | -1.3% | 4.5% | 0.0% | ? | -5.7% | ?
COC(=O)c1sc(NC(=O)c2cccc([N+](=O)[O-])c2)c(C(N)=O)c1C | 0.7% | -2.4% | -0.2% | -8.2% | -18.0% | -14.5% | -2.6% | 1.5%
CCOC(=O)c1ccc(NC(=O)CS(=O)(=O)c2cn(CC)c3ccccc23)cc1 | 1.0% | 7.8% | 0.1% | 5.7% | -3.9% | ? | 6.0% | 6.3%
COc1cc(/C=C/C(=O)O)cc(S(=O)(=O)NCCCO)c1OC | 8.7% | -0.5% | -0.8% | -5.2% | 10.5% | -5.7% | 2.4% | ?
COC(=O)c1cn(C(=O)c2ccc(C)c(C)c2)c2ccccc12 | -0.5% | 2.4% | -2.3% | 9.9% | -9.7% | ? | -11.3% | -29.4%
CCOc1ccc(N2C(=O)CC(SCCN)C2=O)cc1 (centres undefined) | 3.9% | 0.6% | 0.6% | -29.3% | -8.7% | -16.3% | -0.4% | 0.3%
CCCc1nc2sc3c(c2c(=O)n1NC(=O)CCCl)CCCC3 | . | -9.9% | -1.1% | -2.0% | -10.3% | -19.9% | -6.3% | 5.3%
CCOC(=O)c1cnn(-c2nc(-c3cccc(F)c3)cs2)c1C(F)(F)F | 33.8%[activator] | 3.0% | -1.6% | 4.2% | -3.3% | ? | -15.6% | ?
O=C(CCNC(=O)c1ccccc1Cl)OCC(=O)c1ccccc1 | -4.6% | -5.7% | -4.3% | 11.2% | -3.4% | -4.7% | 0.5% | -8.8%
CCn1c(=O)c(-c2ccccc2)c(O)c2ccccc21 | 4.1% | 5.6% | -1.2% | 2.1% | 19.9% | 2.7% | -1.1% | ?
COc1cc(NS(=O)(=O)c2ccc(N/C=C(\C=O)c3nc4cc(Cl)ccc4o3)cc2)nc(OC)n1 | -6.0% | 0.7% | -3.7% | 49.4%[activator] | i | ? | -1.0% | -23.6%
N#C/C(=C\c1c(N2CCCCCC2)nc2ccccn2c1=O)C(=O)NCc1ccco1 | -11.7% | -2.9% | 3.4% | -2.9% | i | ? | -2.7% | -12.0%
O=C(NC1CCCC1)C(c1ccccc1)N(Cc1ccco1)C(=O)Cc1cccs1 (centres undefined) | -12.6% | -6.3% | -3.1% | -4.9% | -3.3% | -10.1% | -2.3% | -4.0%
COCc1nc2ccccc2n1CCCOc1ccccc1 | 5.4% | -10.9% | 0.6% | -4.5% | -15.2% | -9.9% | -0.1% | 2.2%
COC(=O)c1cc2sc(Cl)cc2n1Cc1cc(C)ccc1C | . | -3.0% | 1.4% | . | . | -2.8% | -6.3% | .
O=C1c2[nH]nc(-c3ccccc3O)c2C(c2cccc(OCc3ccccc3)c2)N1CCO (centres undefined) | . | -6.4% | 5.6% | . | . | 13.3% | -5.2% | .
C=CCn1c(SCC(=O)Nc2ccc(N(C)C)cc2)nnc1-c1cccc(C)c1 | -20.4% | 2.7% | 0.5% | -35.2% | i | ? | 4.4% | -1.0%
COCC(=O)Nc1nnc(COc2ccc(Cl)cc2)s1 | 5.9% | 1.2% | -7.5% | 11.0% | i | -8.5% | 1.0% | -2.6%
C1=CCC(/C=N/n2cnnc2)CC1 (centres undefined) | 5.1% | 0.4% | -2.7% | -1.2% | -1.4% | 2.2% | -1.1% | -2.6%
Cc1ccc(NC(=O)Nc2nnc(Cc3ccc([N+](=O)[O-])cc3)s2)cc1C | 1.4% | -26.2% | 1.1% | -0.3% | -13.1% | ? | ? | -6.4%
CCN1CCCc2cc(CN(CCN3CCOCC3)C(=S)Nc3ccc(C)cc3)ccc21 | . | 3.3% | -1.2% | 65.9%[activator] | -5.1% | ? | 10.4% | ?
Cc1ccc2[nH]c(C(=O)Nc3ccccc3)cc2c1 | . | 2.6% | 6.4% | . | . | 9.6% | -6.0% | .
COCCNC(=S)N/N=C(\C)c1ccc(Cl)c(Cl)c1Cl | -4.5% | 4.0% | -0.1% | 7.5% | i | -4.3% | -0.5% | -1.5%
CCCC(C(=O)NCc1ccco1)N(C(=O)CNS(=O)(=O)c1ccccc1)c1ccc(OC)cc1 (centres undefined) | 7.6% | -4.7% | -1.5% | 2.9% | 7.4% | -0.3% | -9.8% | -23.5%
CCOc1ccc(-c2nnn(CC(=O)Nc3cc(OC)cc(OC)c3)n2)cc1OCC | -0.7% | -2.8% | -0.1% | . | -6.4% | 3.4% | ? | -1.4%
CCn1c(SCC(=O)Nc2ccc(C(=O)OC)cc2)nc2cccnc21 | -24.2%[11.4 µM] | -1.4% | 0.6% | -20.1% | 6.1% | 2.8% | ? | -1.1%
CC(C)[C@H](NC(=O)c1ccccc1)C(=O)OCC(=O)c1ccccc1F | -3.3% | 5.4% | -4.7% | 50.9%[activator] | -0.5% | -4.3% | -0.8% | 3.9%

Part of the list above in order of formula weight, low to high:
SMILES | L3MBTL1 inh | TRb-SRC2 inh | TR SRC2 fluor cs | GoLoco inh red | RECQ1 helicase | Tau fibril ThT | Tau FP inhib | JMJD2E inh
COCCNC(=S)N/N=C(\C)c1ccc(Cl)c(Cl)c1Cl | -4.5% | 4.0% | -0.1% | 7.5% | i | -4.3% | -0.5% | -1.5%
CC(C)[C@H](NC(=O)c1ccccc1)C(=O)OCC(=O)c1ccccc1F | -3.3% | 5.4% | -4.7% | 50.9%[activator] | -0.5% | -4.3% | -0.8% | 3.9%
Cc1ccc(NC(=O)Nc2nnc(Cc3ccc([N+](=O)[O-])cc3)s2)cc1C | 1.4% | -26.2% | 1.1% | -0.3% | -13.1% | ? | ? | -6.4%

A portion of the library (hit frequency here may not be typical).
